HTRA1 inh = HTRA1 serine protease inhibitors, primary screen, biochemical, fluorescence polarization, HTS. Q92743. recombinant HTRA1, FP-rhodamine activity-based probe. inhibition, % at 5.96 µM. 0.5% of 340,000 active; in the data active = inhibition above about 36%;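 also: 0% = enzyme with DMSO and 100% = wells lacking enzyme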
MBD2 DNA inh = inhibitors of MBD2 binding to methylated DNA, primary screen, biochemical, TR-FRET, DNA-binding domain, human. Methyl-CpG-binding domain protein 2 (Homo sapiens), Q9UBB5. AID 686964, 2013. 0.31% of 370,000 active. inhibition, % at 4.4 µM. MBD2 binding to methylated oligonucleotide; in the data active = inhibition above about 13%
TCR CD3 inh = inhibitors of human TCR-CD3 interaction, primary screen, biochemical, fluorescence, TAMRA-labeled TCR probe; T-cell receptor (TCR); inhibition, % at 9.4 µM; 0.37% of 360,000 active; in the data active = inhibition above about 19%;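 also: recombinant mutant TCR 2C K166C tagged with TAMRA read by polarization; 0% = receptor in buffer alone and 100% = receptor with positive control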
PG9 binder = binders of HIV-1 gp120 antibody PG9, primary screen, biochemical, TR-FRET | HIV-1 gp120 / PG9 antibody interaction | TR-FRET gp120-PG9 antibody binding | inhibition, % at 6.7 µM | 0.43% of 360,000 active | AID 624416, 2012; in the data active = inhibition above about 8.5%
UHRF1 binding = UHRF1 methylated DNA binding inhibitors, primary screen, counter-screen for MBD2 inhibitor project, biochemical, TR-FRET, human UHRF1, single concentration | 0.75% of 370,000 active | UHRF1 binding to methylated oligo | inhibition, % at 4.4 µM; in the data active = inhibition above about 21%;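 also: UHRF1 SRA domain binding a hemimethylated CpG hairpin DNA probe; 0% = median of test compound wells and 100% = reference inhibitor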
Target sequence (Q96T88 whole entry, looked up, the tested form may be a part): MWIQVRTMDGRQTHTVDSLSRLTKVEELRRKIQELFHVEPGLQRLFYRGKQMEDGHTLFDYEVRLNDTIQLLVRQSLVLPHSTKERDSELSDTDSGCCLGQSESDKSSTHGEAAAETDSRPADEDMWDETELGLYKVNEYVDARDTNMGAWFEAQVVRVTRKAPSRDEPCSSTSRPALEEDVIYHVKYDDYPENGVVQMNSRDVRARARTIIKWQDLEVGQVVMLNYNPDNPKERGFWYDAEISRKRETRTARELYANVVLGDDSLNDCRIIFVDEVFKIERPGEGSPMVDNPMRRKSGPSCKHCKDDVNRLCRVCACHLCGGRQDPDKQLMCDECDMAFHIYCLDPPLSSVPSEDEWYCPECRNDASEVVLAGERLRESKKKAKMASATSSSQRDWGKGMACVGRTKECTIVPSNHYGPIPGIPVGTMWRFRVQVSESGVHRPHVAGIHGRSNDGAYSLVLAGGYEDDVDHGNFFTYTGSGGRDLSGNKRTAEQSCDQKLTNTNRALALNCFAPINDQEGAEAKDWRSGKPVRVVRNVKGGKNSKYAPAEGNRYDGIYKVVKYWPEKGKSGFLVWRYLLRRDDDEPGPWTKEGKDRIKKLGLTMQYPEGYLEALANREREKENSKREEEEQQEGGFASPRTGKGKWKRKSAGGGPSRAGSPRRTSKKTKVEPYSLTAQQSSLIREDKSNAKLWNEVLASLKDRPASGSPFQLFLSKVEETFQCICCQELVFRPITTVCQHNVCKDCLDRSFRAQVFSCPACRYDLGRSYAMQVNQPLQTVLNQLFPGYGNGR
ABHD4 inh = ABHD4 inhibitors, primary screen, biochemical, fluorescence polarization, mouse | (Lyso)-N-acylphosphatidylethanolamine lipase (Mus musculus), Q8VD66 | purified mABHD4, FP-Rh probe fluorescence polarization | inhibition, % at 8.92 µM | 0.54% of 370,000 active;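 active = inhibition exceeding the mean over every tested compound plus 3 SD, cut at about 30% in these data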;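 also: 0% = plate median of compound wells and 100% = S159A mutant with DMSO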
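Test system: mouse ABHD4 enzyme, wild type. Reagent: FP-Rh fluorescent activity-based probe, added after compound pre-incubation. Timing: pre-incubation 45 min, probe exposure 60 min, at 25 °C. Technique: FP readout, ex 525 nm / em 598 nm. Benchmarks: high control S159A mutant with DMSO, low control median of compound wells.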
Rev-erbA mod = modulators of Rev-erb alpha DNA binding, primary screen, biochemical, FITC-DNA, fluorescence polarization, uHTS; Rev-erbα–FITC-DNA binding, 90 min; activity, % at 10 µM; 0.79% of 370,000 active; AID 1259318, 2017;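 active = activity above about 14%, limit read from the data; passing the limit was not always enough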;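 also: 0% = DMSO wells with 35 nM protein and 100% = DMSO wells with 750 nM protein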
rCAG binder = binders of r(CAG) RNA repeats, primary screen, biochemical, fluorescence; r(CAG) RNA repeat, TO-PRO-1 dye displacement fluorescence; 1.3% of 370,000 active; inhibition, % at 3 µM; AID 651821, 2012;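 active = inhibition above the plate cutoff, the mean of all test compounds on that plate plus 3 SD, cut at about 35% in these data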;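 also: 0% = DMSO alone and 100% = 100 µM mitoxantrone as full dye displacement; higher means more dye released from RNA so lower well fluorescence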
LEDGF integ inh = blockers of LEDGF/p75-dependent integrase strand transfer – biochemical, TR-FRET, high throughput, primary screen. HIV-1 integrase (with human LEDGF/p75). TR-FRET IN-LEDGF/p75 DNA integration, Eu/Cy5. inhibition, % at 3.7 µM. 0.64% of 370,000 active. AID 743269, 2014;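 active = inhibition above the screen-wide mean plus 3 SD, cut at about 13% in these data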;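 also: signal is the Cy5 over europium emission ratio at 671 and 618 nm; 0% = plate median of compound wells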
PRMT1 inh = PRMT1 methyltransferase inhibitors, primary screen, biochemical, fluorescence polarization | Protein arginine N-methyltransferase 1 (Homo sapiens), Q99873 | recombinant PRMT1, activity-based probe fluorescence polarization | inhibition, % at 2.79 µM | 1.3% of 370,000 active;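 active = inhibition above about 21% made by adding two undisclosed values, limit read from the data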
* hit, by the source's call; / = not tested or not shown; & = joins results of further samples. An excerpt; count on the stated rates, not on these rows.

SMILES	HTRA1 inh	MBD2 DNA inh	TCR CD3 inh	PG9 binder	UHRF1 binding	ABHD4 inh	Rev-erbA mod	rCAG binder	LEDGF integ inh	PRMT1 inh
CCOC(=O)[C@]12CCCC=C1N(CCc1ccc(OC)c(OC)c1)C(=O)[C@H](CC(=O)N1CCCC1)C2	/	3	7	-1.4	2	-10	-10	1	3	-3
CCOc1ccc(C(=O)NCCC(=O)NCCCC(=O)O)cc1	0	6	0	-2.4	-1	-1	-3	-1	0	-4
CCC(=O)N1c2ccc(S(=O)(=O)N3CCCCC3)cc2CC1C (stereo unspecified)	-2	-1	0	0.6	7	3	0	-7	1	-1
CCC1(c2ccccc2)NC(=O)N(CC(=O)NCc2ccc(OC)cc2)C1=O (stereo unspecified)	-9	-1	-4	1.1	4	-10	-1	3	-2	-4
CCN(CC)S(=O)(=O)c1ccc(-c2nnc(SCC(N)=O)n2CC)cc1	0	3	0	-4.9	0	2	1	-6	-2	-6
O=C(CC(C(=O)O)c1c(F)cccc1Cl)c1ccc(Cl)cc1 (stereo unspecified)	6	1	4	0.1	0	-5	-3	4	1	0
O=C1NC[C@@H](c2ccccc2)OC(=O)[C@H](Cc2ccc(F)cc2)C/C=C\C[C@H]1CC(=O)N(CCO)Cc1ccccc1	-14	7	4	0.6	4	-7	2	-5	1	-3
O=C(Nc1ccc(S(=O)(=O)Nc2ncccn2)cc1)c1cnc(Cl)c(Cl)c1	-3	0	-1	-1.4	-1	-4	-2	8	-4	5
CC(C)c1ccc(SCc2noc(C(=O)NCC3CCCO3)c2C(=O)O)cc1 (stereo unspecified)	-8	1	1	-0.9	-1	-2	2	34	2	0
NC(=O)[C@H]1CC2(CC(c3cccc(NC(=O)COc4ccc(Cl)cc4)c3)=NO2)CN1C(=O)C(c1ccccc1)c1ccccc1 (stereo partly specified)	-90	1	32*	-1.4	-2	-75	5	13	2	-3
CN1[C@@H](COCc2ccccc2)C=CS1(=O)=O	/	-5	-7	1.9	2	-4	-4	3	5	-5
O=C(Nc1ccccc1)OC1CCCCc2cccnc21 (stereo unspecified)	-2	4	-1	2.1	1	-9	-2	-3	-3	1
COc1ccc(N(C(=O)c2cccnc2)S(=O)(=O)c2ccc(OC)c(OC)c2)cc1	0	-1	-4	-1.6	3	3	7	-2	-3	6
COCc1ccc(C(=O)N2CCN(CC(=O)N3CCCC3)CC2)cc1	0	-1	2	0.7	1	-10	-8	0	2	-2
CN(C)c1nc(-c2cccnc2)nc(-c2ccccc2)c1C#N	11	0	4	-2.2	-1	-2	37*	-3	0	-4
CC1CC(C)(C)CC2(C1)NC(=O)N(CC(=O)N1CCN(Cc3ccc(C#N)cc3)CC1)C2=O (stereo unspecified)	0	-2	1	-0.8	-1	5	3	-9	-2	-2
Cc1ccc(S(=O)(=O)N2CCN(CC(=O)NC3CCCc4ccccc43)CC2)cc1C (stereo unspecified)	-8&-22	0&4	5&-6	0.8&1.2	1&1	-10&0	-5&10	2&1	5&-1	-9&3
CCOc1ccccc1N1CCN(C(=O)NCc2ccc(F)cc2)CC1	5	-4	0	-2.2	2	-2	0	-9	4	-3
CCC(C)NCC(=O)Nc1cc(S(=O)(=O)N(CC)c2ccccc2)ccc1Cl (stereo unspecified)	-16	1	2	-1.4	-1	7	-2	-1	0	1
CCn1c(SCC(=O)Nc2cc(C)nn2-c2ccccc2)nnc1-c1cccs1	4	0	4	-0.5	-2	2	-2	-5	0	0
Cc1ccc2[nH]c(CCN(C)C)c(CC#N)c2c1	-5	0	-1	0.8	0	0	1	0	-3	3
CCS(=O)(=O)N1CCc2nc(-c3ccccc3)sc2C1	-8	-2	0	1.5	0	0	1	-1	0	-2
Cc1cccc(Cc2nnc(CCC(=O)N3CCCC(CN4CCOCC4)C3)o2)c1 (stereo unspecified)	5	-2	2	-1.0	-1	5	2	-4	5	-6
CCC(=O)N1CCN(c2ccc(NC(=O)c3ccc(Br)o3)cc2)CC1	9	-6	2	-5.0	0	2	0	-2	0	1
COc1ccc(C(C(=O)NC2CCCCC2)N(C(=O)Cc2c[nH]c3ccccc23)c2ccccc2)cc1OC (stereo unspecified)	-17	0	3	0.7	-2	-1	3	-3	-1	-2
New compounds follow:
SMILES	HTRA1 inh	MBD2 DNA inh	TCR CD3 inh	PG9 binder	UHRF1 binding	ABHD4 inh	Rev-erbA mod	rCAG binder	LEDGF integ inh	PRMT1 inh
CC(C)CCn1c(=O)c2ccccc2n2c(CCC(=O)NC3CCN(Cc4ccccc4)CC3)nnc12	1	-1	-4	-0.4	2	-4	4	-3	2	-2
CC(C)C[C@H]1CN([C@@H](Cc2ccc(O)cc2)CN2CCC[C@@H]2CN2C(=S)NC[C@@H]2Cc2ccccc2)C(=S)N1CCc1ccccc1	/	2	-1	0.2	-4	-5	-4	17	-1	-2
Cc1onc(-c2ccccc2Cl)c1C(=O)Nc1ccc(Br)cc1	-16	1	-4	-1.4	1	-6	1	0	2	-3
COC(=O)[C@]12C[C@H](CC(=O)NCc3ccc(C)o3)C(=O)N(Cc3ccco3)C1=C[C@H](C(C)(C)C)O[C@@H]2C	/	5	/	/	0	-13	-1	3	0	12
O=c1oc(-c2cccs2)nc2c1cnn2-c1ccccc1	22	3	-5	9.5*	2	-5	2	1	0	2
Cc1ccc2c(c1)nnn2C1CCN(CC(=O)c2ccc(Cl)cc2)CC1	-11	3	13	-0.4	9	-5	-1	7	0	2
Cc1c(C(=O)N(C)C)c2cc(Cl)ccc2n1O	-3	0	0	-0.9	-4	-3	2	1	1	-4
CCOC(=O)CNC(=O)CSc1nccn1Cc1ccco1	-3	-5	-2	0.0	0	2	-1	0	0	1
Cn1nc(C(=O)Nc2ccc(S(=O)(=O)Nc3ncccn3)cc2)ccc1=O	1	4	2	-0.8	0	0	3	3	-6	2
CCN(CC)CCCNC(=S)N(Cc1cccnc1)Cc1cc2cccc(C)c2[nH]c1=O	0	-3	6	-1.9	0	-3	-6	-1	-9	-1
COc1ccccc1CNS(=O)(=O)c1cc(C)ccc1OC	0	2	-8	1.2	5	5	2	-6	-3	1
O=C(NCCN1C(=O)CSC1=O)c1ccccc1	0	-1	-3	-0.3	3	-4	-2	-1	-2	0
Cc1noc(C)c1CN1C(=O)NC2(CCCCCCC2)C1=O	-3	4	6	-2.0	-1	0	2	-2	0	-2
CNC(=O)CSc1cn(CC(=O)N(C(C)C)C(C)C)c2ccccc12	-1	-5	1	-0.9	0	-2	1	-3	-2	-3
CCNc1nc(NCC)n2c(SCC(=O)Nc3ccc(F)cc3[N+](=O)[O-])nnc2n1	0	0	0	-0.4	-1	3	2	-2	0	1
Cc1ccc(-n2nnnc2SCC(=O)N2CCc3ccccc3C2)c(C)c1	-10	-3	0	-1.7	-2	-6	-1	2	5	0
O=C(O)COc1ccc(-c2nnn(CC(=O)O)n2)cc1	1	-3	1	-1.5	0	4	-2	2	-2	-2
CCCNc1cc(=O)n(C)c(=O)n1C	-1	-1	4	-0.1	-1	1	-1	1	-1	0
CCOc1cc(C)c(Cl)cc1S(=O)(=O)n1ccnc1	/	2	5	-0.7	-3	-2	3	-1	5	-3
Cn1cccc1/C=C1\CC(C(C)(C)C)C/C(=C\c2cccn2C)C1=O (stereo unspecified)	8	2	-3	-2.6	2	-4	-3	-2	2	1
Cc1cc2cc(CNC(=O)c3cccs3)ccc2n1C	2	-5	12	0.8	10	3	-4	8	3	6
C/C(CC(=O)NC1CCCC1)=N\NC(=O)Cc1cccs1	4	3	3	-3.4	-1	-4	6	3	5	2
CCCc1cc(=O)[nH]c(SCC(=O)NCCN2C(=O)CSC2=O)n1	-2	6	0	2.0	1	0	-5	2	0	4
Cn1ncc(Br)c1C(=O)Nc1ccc(Cl)cn1	1	-4	-1	-0.9	-2	6	2	1	0	-2
O=C(Cc1cccs1)N1CCC(c2nc3c(nnn3Cc3ccc(F)cc3)c(=O)[nH]2)CC1	-4	1	8	-1.2	0	4	0	0	0	-3
(list continues)
SMILES	HTRA1 inh	MBD2 DNA inh	TCR CD3 inh	PG9 binder	UHRF1 binding	ABHD4 inh	Rev-erbA mod	rCAG binder	LEDGF integ inh	PRMT1 inh
Cc1ccc(CS(=O)Cc2ccc(C(=O)NCc3ccc(OC(C)C)cc3)o2)cc1 (stereo unspecified)	0	4	1	3.0	1	-1	-1	-9	-1	4
CCOC(=O)c1ccc(NC(=O)CSC2=NN3CCCC(=O)N=C3S2)cc1	-1	0	-3	0.1	3	4	2	0	-2	7
Cc1ccc(NC(=O)c2cc(=O)c3ccccc3o2)cc1S(=O)(=O)N1CCOCC1	-11	-1	-9	-0.7	1	-13	3	4	2	-3
CCOC(=O)N1CCC(NC(=O)CSCc2nc(-c3ccccc3Cl)oc2C)CC1	-2	0	-5	1.1	0	5	0	-7	0	4
Cc1ccc(-c2nnc(Nc3ccc(C(=O)N(C)C)cc3)c3ccccc23)cc1S(=O)(=O)NCC1CCCO1 (stereo unspecified)	-10	2	0	-1.1	1	-6	3	4	0	1
COc1ccc(/C=N/NC(=O)c2ccc3ccccc3c2)cc1OS(=O)(=O)c1ccc(NC(C)=O)cc1	-104	0	16	-1.4	-3	-97	0	21	-1	-3
FC(F)(F)c1nnc2ccc(N3CCN(c4ccccc4)CC3)nn12	8	0	3	-3.3	-1	1	-5	3	8	0
COC(=O)c1ccc(-c2noc(CN(Cc3nccn3C)C(C)C)n2)cc1	-10	1	-6	-1.5	2	6	1	-1	-3	3
CCOc1ccc2[nH]c3c(NCCOC)ncnc3c2c1	-2	-3	2	-2.9	-2	3	-5	2	2	-2
CCOC(=O)c1c(NC(=O)c2cc3n(n2)C(C(F)(F)F)CC(c2ccccc2)N3)sc(C)c1C (stereo unspecified)	-13	1	3	-2.1	1	-6	36*	5	-2	-1
C[C@H](CO)N1C[C@H](C)[C@@H](CN(C)Cc2ccc(-c3ccccc3)cc2)Oc2ccc(NC(=O)Cn3cnnn3)cc2C1=O	-9	2	3	-3.8	-2	-3	-4	9	-2	3
O=C(OCC(=O)N1CCC(Cc2ccccc2)CC1)c1cncc(Br)c1	-7	1	0	0.4	1	2	14	-1	-4	3
C#Cc1ccc([C@@H]2C=C(C(=O)OCC=C)O[C@H](OCCCCO)C2)cc1	-26	-4	8	0.0	-3	-4	-1	2	2	0
COc1ccc(O)c(/C=N/NS(=O)(=O)c2ccc(C)cc2)c1	5	1	3	0.4	-1	6	-2	8	-5	2
COc1ccc(-c2[nH]ncc2-c2nc(C)cs2)c(O)c1	2	1	-5	-0.6	-1	-1	2	-2	-2	-3

An excerpt from above with just MBD2 DNA inh and TCR CD3 inh.
mol	MBD2 DNA inh	TCR CD3 inh
COc1ccc(O)c(/C=N/NS(=O)(=O)c2ccc(C)cc2)c1	1	3
COc1ccc(-c2[nH]ncc2-c2nc(C)cs2)c(O)c1	1	-5

Screens deposited in PubChem BioAssay by several laboratories.
